hcGAS inh = inhibitors of human cGAS; Q8N884; recombinant h-cGAS, ATP depletion, Kinase-Glo luminescence; inhibition, % at 12.5 µM; 290,000 compounds, 0.081% hits;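 also: 0% = vehicle reaction and 100% = reaction without DNA for no activity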
Target sequence (Q8N884 whole entry, looked up): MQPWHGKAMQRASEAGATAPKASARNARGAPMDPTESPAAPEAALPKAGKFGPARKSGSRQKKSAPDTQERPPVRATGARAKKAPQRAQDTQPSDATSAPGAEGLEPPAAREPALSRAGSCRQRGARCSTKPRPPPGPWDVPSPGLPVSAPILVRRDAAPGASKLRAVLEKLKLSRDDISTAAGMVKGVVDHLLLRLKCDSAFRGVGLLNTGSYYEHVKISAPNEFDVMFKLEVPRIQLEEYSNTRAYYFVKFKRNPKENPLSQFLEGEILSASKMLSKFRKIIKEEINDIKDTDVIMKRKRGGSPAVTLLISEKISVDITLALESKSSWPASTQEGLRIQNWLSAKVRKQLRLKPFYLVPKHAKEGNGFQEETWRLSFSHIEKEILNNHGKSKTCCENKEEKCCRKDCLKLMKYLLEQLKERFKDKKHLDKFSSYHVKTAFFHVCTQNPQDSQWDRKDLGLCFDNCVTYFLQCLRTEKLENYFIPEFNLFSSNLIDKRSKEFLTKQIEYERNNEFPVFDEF
NPYLR7 ag = activates Aedes aegypti NPYLR7 receptor; 270,000 compounds, 0.15% hits; AID 1259423; HEK293T NPYLR7/Galpha15, GCaMP6s calcium fluorescence; activation, % at 10 µM; in the data active = activation above about 40%;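 also: 0% = vehicle and 100% = reference agonist at the receptor; some compounds past the cut are filed as inactive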
mcGAS lum = blocks mouse cGAS activity | 160,000 compounds, 0.15% hits | recombinant cGAS, Kinase-Glo ATP depletion luminescence | Q8C6L5 | inhibition, % at 12.5 µM;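 also: 0% = negative control wells and 100% = reference inhibitor with no enzyme activity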
Starred values were filed as active, the others as inactive; nt = no result given. Rule as the data show it, unless noted: active = inhibition above about 40%; inactive = the rest.

SMILES | hcGAS inh | NPYLR7 ag | mcGAS lum
O=C1C2C3C=CC(CO)(O3)C2C(=O)N1c1ccc(F)cc1 (stereo not given) | -8.7 | 2.7 | nt
CCCCCCn1c(CN2CCCCC2C)nc2c1c(=O)n(C)c(=O)n2C (stereo not given) | 2.9 | -16.0 | nt
NC(=O)C1Cc2ccccc2CN1CC(=O)N1CCc2sccc2C1 (stereo not given) | -4.0 | -1.2 | -6.7
C=CCN(Cc1ccc(C)s1)C(=O)[C@@H](N)c1ccccc1Cl | -3.7 | 2.8 | -12.0
O=C(NCc1ccccc1F)N1CCN(C(=O)c2ccco2)CC1 | 1.1 | 12.5 | nt
O=C(Nc1cccc(OC(F)(F)F)c1)C1CSC2(c3ccccc3)CCC(=O)N12 (stereo not given) | -5.6 | 8.5 | nt
COC(=O)c1ccc(Cn2c(-c3nnc(C)o3)cc3ccccc32)cc1 | -3.5 | -6.9 | -9.7
COc1cccc(C(c2c(O)cc(C)n(Cc3cccnc3)c2=O)N2CCN(CCO)CC2)c1 (stereo not given) | -6.2 | 9.9 | nt
O=c1c(Sc2ccc([N+](=O)[O-])cc2)c(O)cc(-c2ccccc2)n1-c1ccccc1 | -0.9 | 5.7 | nt
O=C(O)Cc1ccc(S(=O)(=O)N2CCc3ccccc3C2)s1 | -6.2 | 3.8 | -5.2
CCc1nc2c(OCc3cc(Cl)cc(Cl)c3)cccn2c1N(C)C(=O)Nc1ccccc1OC | 2.2 | -10.1 | 3.4
c1ccc(Cn2cccn2)c(CN2CCCn3cncc3C2)c1 | -3.5 | 10.8 | -15.4
O=S(=O)(NC1CCSc2ccccc21)c1ccc(Cl)s1 (stereo not given) | -3.8 | 9.5 | -5.3
COc1ccc2[nH]c3c(c2c1)CCN(C(=O)c1cc(Cl)ccc1F)C3c1ccc(C(F)(F)F)cc1 (stereo not given) | 2.6 | 19.2 | -5.3
Cc1ccc(F)cc1-n1nc(-c2c(C)nc3c(O)cccn3c2=O)cc1C | -6.6 | 31.1 | nt
COc1ccc(N2CC34C=CC(O3)C(C(=O)NC(C)(C)CO)C4C2=O)c(OC)c1 (stereo not given) | -8.7 | -0.4 | nt
CC(C)(C)c1cc2nc(C(=O)NC3CC3)cc(-c3ccccc3F)n2n1 | -8.1 | 12.2 | -6.9
Cc1cccc(N(C)c2cc(N3CCCC3C(=O)N3CCC(O)(Cc4ccccc4)CC3)ncn2)c1 (stereo not given) | -1.6 | 0.9 | -1.2
O=C(O)[C@H]1C[C@H](C(=O)Nc2ccc(F)cc2)CN(C2CCCCC2)C1 | -4.3 | -0.4 | nt
COc1ccc(-c2cc(CC(=O)NC3CCCCC3C)no2)cc1OC (stereo not given) | -3.0 | 6.1 | -8.0
Cc1ccc(N2C(=O)CSC2c2cccc(NC(=O)C3CC3)c2)cc1C (stereo not given) | -8.1 | -4.6 | -4.9
COCCN(C(=O)CCc1ccc(Cl)cc1)c1ccncc1 | 7.0 | 0.6 | nt
CCOC(=O)c1cc(-c2cccc(NC(=O)c3cccnc3SC)c2)n(-c2ccc(F)cc2)n1 | -6.6 | 20.9 | -8.4
CCOC(=O)C1(C)CCN1C(=O)c1ccc(C#N)cc1 (stereo not given) | 1.2 | -5.4 | -1.3
CC1CC(=O)c2cnc(N3c4ccccc4CC3C)nc2C1 (stereo not given) | -6.3 | 1.2 | -6.9
O=C(CN(CCCN1CCOCC1)S(=O)(=O)c1ccc([N+](=O)[O-])cc1)N(Cc1ccc2c(c1)OCO2)Cc1ccco1 | 2.0 | 1.4 | 1.5
CCCc1cc(=O)n(-c2ccc(C(=O)O)cc2)[nH]1 | 0.8 | -3.5 | -7.4
O=C(O)c1ccc2c(c1)n(CCN1C[C@H]3CC[C@H]1C3)c(=O)n2C1CCCCC1 | -3.3 | 15.0 | nt
CCN(CC)C(=O)C1CCCN1C(=O)Nc1ccccc1F (stereo not given) | 6.9 | -33.4 | nt
COc1ccc(-c2nc3cc(Cl)ccc3c(=O)n2Cc2ccccc2)cc1F | -5.9 | 6.5 | -6.3
CCc1nc2c(OCc3ccccc3)cccn2c1N(C)C(=O)c1ccco1 | -6.7 | 2.4 | -3.5
O=CNCCc1nc2ccccc2n1Cc1c(Cl)cccc1Cl | -4.0 | -1.1 | nt
CC1=NNc2nc3c(c(=O)n(Cc4ccc(F)cc4)c(=O)n3C)n2C1C (stereo not given) | -5.8 | -7.2 | nt
C=CCn1cc(-c2c(-c3ccccc3)ncn2[C@H](C(N)=O)C(C)C)c(C)n1 | -8.0 | 0.4 | nt
CCOc1ccc(N2C(=O)CSC2c2cccc(NS(=O)(=O)c3ccc(C(C)(C)C)cc3)c2)cc1 (stereo not given) | -4.8 | 14.8 | -3.8
COc1ccc(-c2cnc(C)[nH]2)cc1Cl | -5.8 | 2.6 | -8.5
COc1ccccc1-c1cn2c(C(=O)NCC3CCOC3)csc2n1 (stereo not given) | -3.1 | -5.4 | nt
O=C(O)CSc1nnc(Cc2cccnc2)n1-c1cccc(Cl)c1 | -3.7 | -3.1 | -16.6
O=C(c1ccccc1)N1CCN(C(=O)c2cccc3c2NCCC3)CC1 | -4.4 | -0.5 | -11.2
CN(C)C1(CNC(=S)NCc2ccc3c(c2)OCO3)CCCCC1 | -6.4 | 1.4 | -16.1
Cc1nn(-c2ccccc2)c(-c2ccccc2)c1C(=O)N1CCN(C)CC1 | -8.3 | 14.2 | -8.2
CCOCc1nn2c(=O)c(NC(=O)c3ccc(C)cc3)cnc2s1 | -13.9 | -2.2 | -6.2
Cn1nc(-c2nccn2CCc2n[nH]c(=O)[nH]2)c2c(Cl)cccc21 | -1.3 | nt | -8.9
O=C(Cc1cc2ccccc2[nH]c1=O)NC1CCc2cc(Cl)ccc21 (stereo not given) | -5.6 | 9.9 | nt
CC(C)CN(Cc1nccn1Cc1ccc(Cl)cc1Cl)C(=O)c1cccs1 | 1.9 | -0.4 | 2.4
O=c1oc2ccc(Cl)cc2cc1-c1csc(Nc2ccc(F)cc2)n1 | -4.9 | -2.7 | -5.5
Nc1nnc(SCCCOc2ccc(F)cc2)s1 | -1.3 | -1.5 | nt
CN(C)c1cccc(Nc2nccc3[nH]c(-c4ccccc4)nc23)c1 | -3.9 | 1.1 | -5.7
Cc1nc(C(C)C)cc(N2CCN(C3CCCC3)C(=O)C2)n1 | -5.1 | 3.7 | nt
COc1cnc(-c2cccc(C(F)(F)F)c2)c(NC(=O)C(C)C)n1 | -3.8 | 16.5 | -2.1

Later entries.
SMILES | hcGAS inh | NPYLR7 ag | mcGAS lum
Cc1cc(C(C)(C)C)cc(C)c1S(=O)(=O)N1CCN(C(=O)c2cccnc2)CC1 | -6.4 | -0.6 | -7.5
O=C(Nc1ccc(-c2nc3ccccc3o2)cc1)c1cccc([N+](=O)[O-])c1 | -0.4 | 0.3 | -4.7
Cc1ccc(-n2ncc3c(=O)n(NC(=O)COc4ccc(F)cc4)cnc32)cc1 | -13.2 | 2.9 | nt
COc1cccc(CNC(=O)CCC2CCCN(C(=O)c3snnc3C)C2)c1 (stereo not given) | -5.4 | 4.9 | nt
COc1cc(-c2nccn2-c2cccc(-n3cnnn3)c2)cc(OC)c1OC | -6.6 | 2.1 | -9.6
Cc1ccc(F)c(S(=O)(=O)N(CCN(C)C)c2ccccc2)c1 | -14.2 | 2.1 | nt
CC(NC1CCN(c2ccc(C(=O)N(C)C)cc2)CC1)c1ccc(Cl)cc1 (stereo not given) | -7.8 | 6.3 | -12.0
CC(C)Cn1c(=O)c2c(nc3n2CCN3c2ccc(F)cc2)n(C)c1=O | -10.4 | nt | -8.5
O=C(Cn1c2ccccc2c2nc3cc(F)ccc3nc21)c1ccccc1 | 3.6 | -8.6 | -4.4
CCn1c(C2CCCN(Cc3cccn3-c3nccs3)C2)nn(C)c1=O (stereo not given) | -4.2 | 6.8 | nt
CN1C(=O)C2(CCN(C(=O)CCc3ccc(=O)[nH]n3)CC2)c2ccccc21 | 0.4 | -3.7 | nt
CN(C(=O)c1nc(-c2ccc(F)cc2)n2c1CCCCC2)C1CCS(=O)(=O)C1 (stereo not given) | -4.7 | 4.3 | nt
COc1ccc(C(=O)Nc2nc(-c3ccccc3)cs2)cc1 | -2.2 | -1.4 | -6.3
Nc1cc(-c2ccc(CO)cc2)ccn1 | -4.2 | 0.6 | nt
NC(=S)NN=Cc1ccc(-c2ccc(SC(F)F)cc2)o1 | -5.3 | 7.2 | nt
Cc1cccc2nc(CNS(=O)(=O)c3ccc(F)c(C#N)c3)cn12 | -7.1 | 15.8 | nt
CC1=NN(C2=NS(=O)(=O)c3ccccc32)C(C)(O)C1 (stereo not given) | 1.9 | -1.4 | -0.5
CCOC(=O)c1sc(=NC(=O)c2ccccc2)n(C)c1C | -10.5 | -0.8 | nt
CC(C)NC(=O)C1=COC2=NC(=O)N(Cc3ccccc3C(F)(F)F)CCN12 | -1.1 | 0.7 | nt
Cc1ccccc1CNC(=O)c1c(OCC2CC2)nn2ccsc12 | -6.6 | 25.6 | nt
COc1ccc(OC)c(C2c3[nH]c4ccccc4c3CCN2C(=O)Nc2ccc(Cl)c(C(F)(F)F)c2)c1 (stereo not given) | -6.6 | 36.7 | -3.1
Cn1c(C(=O)N2CCc3c(nc(N)[nH]c3=O)C2)cc2ccccc21 | -7.3 | 8.9 | nt
O=C(c1cn[nH]n1)N1CCc2nnc(CCc3ccccc3)n2CC1 | -5.0 | 5.5 | -9.9
O=C(CCN(CCCN1CCOCC1)c1nc(-c2ccco2)nc2ccccc12)NCc1cccc(C(F)(F)F)c1 | -3.0 | 17.9 | -5.3
Cc1c(O)ccc2c(-c3ccccc3)cc(=O)oc12 | -7.5 | -0.5 | -4.3
CC(C)C(=O)N1CCN(Cn2nc(-c3ccc(F)cc3)oc2=S)CC1 | -3.5 | 19.2 | nt
O=C(NCc1ccccn1)C1CNCCN1C(=O)CCn1ccccc1=O (stereo not given) | -2.2 | 4.0 | nt
CCNC(=O)CN1CCN(C(=O)C/C=C/c2ccccc2F)CC1 | -5.1 | 3.1 | nt
Cc1cc(C)cc(OCC(=O)N2CCN(c3nccs3)CC2)c1 | -1.5 | 2.2 | -6.6
CCC(=O)N(c1nnc(SCC(=O)c2cc(C)n(-c3cc(C)on3)c2C)s1)C1CC1 | -0.1 | -1.3 | nt
O=P1(NCCc2ccccc2)C=C(c2ccccc2)OC(c2ccccc2)=C1 | -8.8 | 1.3 | -3.3
Cc1cc(C)n(-c2ccc(NC(=O)C3CCCCN3C(=O)c3ocnc3C)cc2)n1 (stereo not given) | -8.7 | 8.6 | nt
O=C(COc1cccc(F)c1)Nc1c(F)cccc1F | 6.6 | -7.8 | nt
Cc1ccc(S(=O)(=O)NC(=O)Nc2cc(Cl)ccc2Oc2ccccc2)cc1 | -3.0 | 3.3 | nt
CCOC(=O)C1(Cc2ccccc2)CCN(Cc2ccc(Sc3nncn3C)o2)CC1 | -4.7 | 6.2 | -15.2
COc1ccc(Cn2c(-c3ccc(Cl)c(F)c3)nc3ccccc3c2=O)c(OC)c1 | -2.0 | 7.2 | 0.7
Cc1ccc(OCCn2c(S(=O)(=O)O)nc3c(N)ncnc32)cc1 | 1.5 | -12.8 | nt
Cc1sc2ncnc(N3CCN(C(c4ccccc4)c4ccccc4)CC3)c2c1C | -7.7 | 15.6 | nt

Assay outcomes as filed in PubChem BioAssay.
